Mcl1-Bid inh – disrupts binding of human Mcl-1 to Bid peptide. Q07820. TR-FRET Mcl-1/Bid-Dy647 peptide binding, 1536-well. inhibition, % at 21.7 µM. 220,000 tested, 0.97% active;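 active = compounds that cut the binding signal by more than half at the single screening dose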;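 note: His-tagged Mcl-1 with europium anti-His antibody binding Bid BH3 peptide; 0% = Mcl-1 plus peptide wells and 100% = peptide-only wells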
Avidin fluor – avidin bead compound fluorescence profile; 220,000 tested, 0.38% active; Avidin beads, compound fluorescence 488/530 nm, flow cytometry; active compounds read high; fluorescence (KMESF) at 10 µM; in the data active = fluorescence above about 47; note: inactives centre near 10
Pf gamet viab – kills late stage P. falciparum gametocytes | P. falciparum stage V gametocytes, ATP luminescence, 24 h | inhibition, % at 10.9 µM | 150,000 tested, 0.065% active | AID 743093;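 active = inhibition above the mean plus 3 SD of compounds within the control limits, set per campaign, cut at about 38% in these data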;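 note: 0% = DMSO wells and 100% = medium only without gametocytes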
RGS7-Gao – modulates binding of RGS7 to human Galphao | Multiplexed bead flow cytometry; actives lie on both sides | binding response (% of control), % at 10 µM | 220,000 tested, 0.35% active | AID 1439; in the data active = binding response below about 49% or above about 150%; inconclusive = no clear call, values can overlap the other calls; inactive = in between;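 note: fluorescent Galphao held in activated GDP-AlF4 state binding bead-coupled RGS7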
Mcl1-Noxa inh – Mcl-1/Noxa interaction inhibition | Q07820 | TR-FRET Mcl-1/Noxa peptide binding, 2 h | inhibition, % at 21.7 µM | 220,000 tested, 1.5% active | AID 1022;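 active = compounds that cut the protein-peptide binding signal by more than 50% relative to plate controls in a single-dose test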;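 note: His-tagged Mcl-1 with rhodamine Noxa BH3 peptide and terbium anti-His antibody; 0% = Mcl-1 plus Noxa peptide wells and 100% = peptide-only wells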
Bim-Mcl-1 – disrupts Bim peptide binding to human Mcl-1 | Bead-based flow cytometry, Bim peptide-Mcl-1 binding | 190,000 tested, 0.1% active | AID 1009 | inhibition, % at 10 µM; in the data active = inhibition above about 40%;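 note: 0% = no compound tracer wells and 100% = peptide blocker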
RGS8-Gao – modulates binding of RGS8 to human Galphao; P09471; multiplexed bead flow cytometry; actives lie on both sides; response (percent of control binding), % at 10 µM; 220,000 tested, 0.34% active; AID 1423; in the data active = response below about 60% or above about 140%; inactive = in between;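 note: Galphao activated as the GDP aluminium fluoride complex binding bead-coupled RGS8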
ABCG2 block – blocks JC-1 efflux by human ABCG2 transporter | Q9UNQ0 | IgMXP3 cells, flow cytometry | inhibition, % at 6.6 µM | 190,000 tested, 0.1% active;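 active = inhibition above 80%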;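 note: 0% = DMSO and 100% = nicardipine control wells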
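Test system: IgMXP3 cells (ABCG2) mixed with DDAO far-red-labelled CCRF-Adr cells (ABCB1). Reagent: JC-1 transporter substrate. Compound dosing: single test compound dose, 6.6 µM final. Times: 10 min compound exposure, 25 °C. Detection: flow cytometry of retained JC-1 fluorescence. Read-out basis: efflux inhibition in percent versus controls. Controls: nicardipine and DMSO wells.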
RGS4-Gao reg – human RGS4-Galphao interaction regulation | Multiplexed bead flow cytometry, RGS4-Galphao binding; actives lie on both sides | binding response (% of control), % at 10 µM | 220,000 tested, 0.33% active | AID 1415; in the data active = binding response below about 49% or above about 150%; inactive = in between;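 note: fluorescent Galphao activated with aluminum fluoride binding bead-coupled RGS4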
GSH fluor – compound fluoresces at 488/530 nm on GSH beads; GSH beads flow cytometry, compound fluorescence 488/530 nm; active compounds read high; fluorescence (KMESF) at 10 µM; 190,000 tested, 0.25% active; in the data active = fluorescence above about 89;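 note: glutathione beads carrying GST-tagged Bcl family fusion proteins plus one bare bead set; values are compound well signal with DMSO vehicle wells as background; inactives centre near 16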
ABCB1 block – human ABCB1 inhibition, ABCG2 as counter-screen. CCRF-Adr cells, JC-1 efflux, flow cytometry. inhibition, % at 6.6 µM. 190,000 tested, 0.067% active. AID 1326; in the data active = inhibition above about 40%;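 note: 0% = vehicle and 100% = reference inhibitor; higher value means more JC-1 retained so stronger ABCB1 efflux block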
Target sequence (P08183 whole entry, looked up): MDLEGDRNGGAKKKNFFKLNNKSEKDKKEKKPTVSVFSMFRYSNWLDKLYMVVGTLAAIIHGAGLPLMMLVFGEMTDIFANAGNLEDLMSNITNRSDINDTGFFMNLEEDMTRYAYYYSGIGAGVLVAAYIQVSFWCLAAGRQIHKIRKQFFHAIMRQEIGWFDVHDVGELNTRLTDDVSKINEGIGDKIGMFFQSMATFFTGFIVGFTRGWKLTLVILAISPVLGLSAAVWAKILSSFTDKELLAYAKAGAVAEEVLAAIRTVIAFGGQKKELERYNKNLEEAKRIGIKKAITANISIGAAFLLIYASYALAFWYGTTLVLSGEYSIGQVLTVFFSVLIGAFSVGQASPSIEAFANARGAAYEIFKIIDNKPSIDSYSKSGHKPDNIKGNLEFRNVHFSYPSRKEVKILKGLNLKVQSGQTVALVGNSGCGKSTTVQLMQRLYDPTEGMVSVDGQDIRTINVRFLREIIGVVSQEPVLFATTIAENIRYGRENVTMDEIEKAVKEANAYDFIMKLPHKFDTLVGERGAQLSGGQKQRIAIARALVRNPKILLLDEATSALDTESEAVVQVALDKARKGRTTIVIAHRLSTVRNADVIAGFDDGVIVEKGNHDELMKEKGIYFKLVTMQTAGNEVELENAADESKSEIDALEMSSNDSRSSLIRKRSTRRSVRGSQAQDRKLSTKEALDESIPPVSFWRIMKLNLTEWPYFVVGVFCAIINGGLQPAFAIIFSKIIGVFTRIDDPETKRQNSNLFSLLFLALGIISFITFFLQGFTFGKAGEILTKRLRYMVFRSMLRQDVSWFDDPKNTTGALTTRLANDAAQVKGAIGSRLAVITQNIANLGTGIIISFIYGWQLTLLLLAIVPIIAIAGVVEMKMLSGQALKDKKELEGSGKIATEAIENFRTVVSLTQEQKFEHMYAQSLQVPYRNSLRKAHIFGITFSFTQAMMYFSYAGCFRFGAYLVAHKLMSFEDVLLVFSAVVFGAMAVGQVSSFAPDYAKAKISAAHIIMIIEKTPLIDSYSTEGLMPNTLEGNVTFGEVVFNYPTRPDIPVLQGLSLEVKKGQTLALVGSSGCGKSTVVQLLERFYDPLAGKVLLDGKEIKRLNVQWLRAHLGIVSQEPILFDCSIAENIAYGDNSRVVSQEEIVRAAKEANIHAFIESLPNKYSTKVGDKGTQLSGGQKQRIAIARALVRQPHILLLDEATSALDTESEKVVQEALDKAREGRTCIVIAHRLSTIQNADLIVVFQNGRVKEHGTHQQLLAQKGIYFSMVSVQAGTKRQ
Active calls of the source: *; u = inconclusive; x = not tested or not shown. No enrichment for hits; overall some 3.3% were active at least once.

The first 2 compounds as a preview:
SMILES	Mcl1-Bid inh	Avidin fluor	Pf gamet viab	RGS7-Gao	Mcl1-Noxa inh	Bim-Mcl-1	RGS8-Gao	ABCG2 block	RGS4-Gao reg	GSH fluor	ABCB1 block
O=C(COC(=O)c1cccc(S(=O)(=O)N2CCc3ccccc3C2)c1)NCc1ccco1	-18.1	5	x	89.0	11.8	-1.0	93.0	4.1	82.7	256*	1.1
Cc1nc(C)c(C(=O)Nc2ccc(C)c(F)c2)o1	6.3	3	x	109.3	4.5	0.0	123.9	1.4	111.6	37	0.2

The whole of this part, from the start:
SMILES	Mcl1-Bid inh	Avidin fluor	Pf gamet viab	RGS7-Gao	Mcl1-Noxa inh	Bim-Mcl-1	RGS8-Gao	ABCG2 block	RGS4-Gao reg	GSH fluor	ABCB1 block
O=C(COC(=O)c1cccc(S(=O)(=O)N2CCc3ccccc3C2)c1)NCc1ccco1	-18.1	5	x	89.0	11.8	-1.0	93.0	4.1	82.7	256*	1.1
Cc1nc(C)c(C(=O)Nc2ccc(C)c(F)c2)o1	6.3	3	x	109.3	4.5	0.0	123.9	1.4	111.6	37	0.2
C=CCNC(=S)Nc1ccc(OC)c(S(=O)(=O)N2CCOCC2)c1	-49.9	10	11.0	98.4	1.1	3.0	102.0	2.6	101.8	21	0.2
O=C1NC2=C(CCc3ccccc32)C(c2ccc(Br)cc2)N1 (stereo unspecified)	-18.5	15	x	97.8	12.7	-1.0	100.1	0.7	101.8	13	0.1
CCCC(=O)N1c2ccc(-c3csc(N)n3)cc2CC1C (stereo unspecified)	-7.4	7	x	96.7	3.4	-4.0	96.7	0.9	94.2	30	-1.5
CCOc1ccccc1NC(=O)CN(c1cc(C)cc(C)c1)S(=O)(=O)c1c(C)noc1C	-19.3	8	x	104.6	-20.1	-2.0	100.3	0.2	100.2	19	-0.8
COC(=O)c1[nH]c2cccc(OC)c2c1NC(=O)CN1CC2(C)CC1CC(C)(C)C2 (stereo unspecified)	-19.3	4	x	106.8	27.7	1.0	109.1	0.5	112.3	20	0.2
O=C(O)/C=C\C(=O)NCc1ccccc1	-92.7	11	x	98.4	-5.6	0.0	97.4	2.6	97.4	33	0.5
C=C(C)COc1ccc(-c2[nH]ncc2-c2ccccc2OC)c(O)c1	-19.4	13	x	101.5	22.9	0.0	100.8	0.7	100.5	23	-0.3
Cc1nc(-c2ccc(S(=O)(=O)NCc3cccnc3)s2)cs1	9.8	8	23.3	u	22.7	x	101.0	x	101.0	x	x
Nc1cccnc1Oc1ccc(F)cc1	-20.0	7	-27.1	u	-0.5	x	105.0	x	107.3	x	x
COc1ccc(CNC(=O)C/C(C)=N/NC(=O)Cc2ccc(OC)cc2)cc1	-34.2	2	x	90.3	3.7	-1.0	95.7	-1.6	92.1	5	-0.5
Cc1ccc(SCc2c(C(=O)N/N=C/c3ccccc3)nnn2-c2nonc2N)cc1	-6.5	4	22.9	u	6.4	x	98.2	x	99.8	x	x
O=C(O)CCCNC1=NCCC1	-8.5	33	x	99.2	-1.8	-3.0	102.1	-7.4	101.2	22	-0.6
O=C(Nc1cccc(S(=O)(=O)NC2=NCCC2)c1)C1CCC1	1.5	12	8.0	101.6	6.9	0.0	103.3	0.4	105.4	19	-0.2
CCc1nccn1C(=O)c1cnn2c(C(F)F)cc(-c3ccc(C)cc3)nc12	-3.7	11	18.5	98.5	31.0	0.0	99.8	-3.7	99.5	11	-0.7
COC(=O)CSc1nnc(CNC(=O)c2ccccc2F)n1-c1ccccc1	10.8	12	6.3	u	12.8	-2.0	100.5	-0.4	100.6	15	0.3
CCCCCCN=C(C)C1=C(O)C(C(=O)OC)C(C)(C)CC1=O (stereo unspecified)	-16.4	23	x	99.8	-3.4	-2.0	102.1	1.4	102.7	13	0.3
Cc1c(-c2nc(-c3ccc(C(C)(C)C)cc3)no2)n(C)oc1=O	-4.8	8	3.0	u	-3.8	x	99.7	x	103.4	x	x
COc1ccc2c(c1OC)C(=O)N(C(C)C(=O)O)C2=O (stereo unspecified)	-10.5	8	x	95.2	-1.5	-2.0	98.1	1.7	97.2	57	0.3
CC(=O)NS(=O)(=O)c1ccc(NC(=O)C2c3ccccc3Oc3ccccc32)cc1	-17.3	13	12.4	98.7	8.0	0.0	101.0	-5.2	102.0	15	-0.8
COc1cc(NC(=S)Nc2cccnc2)cc(OC)c1OC	-82.2	9	-25.4	100.6	-1.9	-2.0	100.5	0.5	99.8	20	0.0
CCOC(=O)c1ccc(N/C=C/C(=O)c2ccccc2)cc1	-15.8	13	-0.5	97.2	-8.0	-2.0	103.6	8.9	102.5	12	0.2
COC(=O)CCC(=O)NC(=S)Nc1ccccc1F	-0.6	9	-17.6	95.7	1.7	-3.0	99.6	6.3	98.7	8	-0.7
Cc1nc(C)c(-c2ccn(C(=O)NC(C)C)n2)s1	3.3	7	9.7	u	19.7	x	98.4	x	96.7	x	x
CC(C)C(NC(=O)CN(c1cccc(F)c1)S(C)(=O)=O)C(C)C	9.8	22	x	100.3	-7.4	0.0	99.5	-0.8	97.4	15	-0.5
O=C(NCCc1ccccc1)C1CCN(C2CCN(Cc3ccc(CO)o3)CC2)CC1	-7.0	14	-13.5	103.3	0.9	0.0	98.1	1.7	95.4	12	0.5
Nn1c(SCc2ccc(F)cc2)nnc1-c1cccnc1	-17.0	6	-13.0	u	-7.0	x	99.0	x	103.6	x	x
COc1ccc(C)cc1NC(=O)CCCN1C(=S)NC(C)(C)CC1C (stereo unspecified)	-37.5	10	x	97.8	15.0	-1.0	103.8	2.6	80.8	13	0.6
COc1ccc(CC(NC(=O)c2ccccc2)C(=O)NCC(=O)O)cc1 (stereo unspecified)	-0.5	8	x	105.0	6.7	1.0	102.2	0.0	104.5	28	-0.4
CN(c1ccccc1)S(=O)(=O)c1ccc(C(=O)Nc2nccs2)cc1	-6.7	8	x	103.2	7.2	0.0	101.0	4.7	99.8	21	0.6
CCOc1ccc2c(c1)/C(=N/N1C(=O)c3ccccc3C1=O)C(=O)N2	-0.1	11	x	85.7	3.3	-5.0	93.8	8.1	93.2	8	-0.3
O=C(c1cnn2c(C(F)(F)F)cc(-c3ccc4c(c3)OCO4)nc12)N1CCCCC1	-11.9	6	-26.4	105.1	3.1	-2.0	102.7	8.8	105.1	56	1.4
Cc1ccc(OCC(=O)Nc2ccccc2Sc2ccc(Cl)cc2)c([N+](=O)[O-])n1	0.8	17	0.0	102.7	-4.3	-1.0	102.7	44.5	103.5	10	2.9
COc1ccc(N2Cc3ccccc3C2)cc1Cl	1.5	13	x	98.4	8.1	-4.0	99.0	7.7	97.6	13	0.1
O=C(c1cccc2c1C(=O)N(Cc1cccnc1)C2)N1CCN(c2ccccc2)CC1	-10.9	7	1.4	97.6	14.2	-1.0	99.1	2.9	99.6	60	0.9
CCNc1ccc(C(=O)OCC)cc1NC(=O)c1cccc(N(C)C)c1	-45.8	8	5.5	101.7	-3.6	-3.0	102.7	0.1	102.5	5	0.1
Cc1ccc(CNC(=O)C(NS(=O)(=O)c2cccs2)C(C)C)cc1 (stereo unspecified)	-12.9	9	x	102.0	-3.8	0.0	102.7	3.5	100.6	51	1.3
COc1ccc(OCC(O)CNC(=O)Nc2cc(F)ccc2C)cc1 (stereo unspecified)	-5.8	7	-22.4	u	8.5	x	104.0	x	101.5	x	x
CCc1nnc(NC(=O)c2cccc(S(=O)(=O)N3CC(c4ccccc4)CC3=O)c2)s1 (stereo unspecified)	-12.4	7	x	103.9	-6.3	-5.0	101.8	-0.3	102.2	25	-0.5
COc1ccccc1-n1c(SCC(N)=O)nnc1-c1ccccc1	8.5	9	-29.5	105.7	7.7	-4.0	100.7	3.0	102.0	17	0.2
O=C(CSc1nnc(-c2c[nH]c3ccccc23)o1)N(Cc1ccccc1)c1ccc(F)cc1	-17.4	29	x	98.6	4.5	-7.0	101.3	33.5	97.7	24	2.9
CN(Cc1nccs1)C(=O)CC1C(=O)NCCN1Cc1ccc(-c2ccccc2)cc1 (stereo unspecified)	-19.2	8	1.8	u	3.5	x	94.4	x	75.5	x	x
CS(=O)(=O)N(CC(=O)Nc1cccc([N+](=O)[O-])c1)c1ccccc1	-17.3	21	23.5	97.6	-3.0	-1.0	101.0	3.1	100.7	10	0.3
Cc1ccc(C(=O)CC2(O)C(=O)N(Cc3ccccc3Cl)c3ccccc32)o1 (stereo unspecified)	-51.5	10	x	99.3	7.5	0.0	99.7	3.0	97.8	50	0.2
CSc1nccc(N2CCN(c3ccc(F)cc3)CC2)n1	-47.6	2	x	98.8	34.9	-4.0	94.0	8.6	97.7	9	0.8
O=[N+]([O-])c1ccc(C2CCCC/C2=N\OCc2cccc(F)c2)c([N+](=O)[O-])c1 (stereo unspecified)	-6.9	7	2.1	99.3	-6.3	-3.0	98.8	8.2	99.6	8	0.9
Cc1ccccc1Cn1ccc(NC(=O)c2cnn3c2NC(c2ccccc2)CC3C(F)(F)F)n1 (stereo unspecified)	-6.0	22	1.6	98.4	1.1	-7.0	105.9	3.2	101.5	20	0.6
CCC(C)NC(=O)C1CCN(S(=O)(=O)c2cccc3cccnc23)CC1 (stereo unspecified)	-9.2	8	x	102.7	-1.3	-1.0	100.7	0.2	100.2	20	0.0
COc1cc(C(C)=O)ccc1OCC(=O)c1cc(C)n(C2CC2)c1C	-35.3	14	13.2	98.7	13.3	2.0	97.0	8.0	95.1	22	1.1
O=C(NCC1CCCN(Cc2ccc3nonc3c2)C1)c1ccc(F)cc1 (stereo unspecified)	-32.3	10	0.1	102.3	19.8	0.0	104.5	0.9	102.2	18	0.4
Cc1[nH]n(-c2ccccc2)c(=O)c1/C=N/c1ccccn1	1.2	19	9.0	100.5	2.7	1.0	100.9	3.5	102.5	11	0.2
COc1ccc(CCN(C)CCCC(C#N)(c2cc(OC)c(OC)c(OC)c2)C(C)C)cc1OC (stereo unspecified)	13.9	8	x	102.4	12.2	-2.0	101.8	2.4	101.2	20	2.3
CC1CC(C)CN(CCCCOc2ccc([N+](=O)[O-])cc2)C1 (stereo unspecified)	22.2	11	0.7	102.7	25.1	-5.0	103.6	-0.1	101.9	23	0.2
CN(C)CCNc1ncnc2c1sc1nc(N3CCOCC3)c3c(c12)CC(C)(C)SC3	5.1	25	-13.8	108.4	11.3	-1.0	116.0	7.4	99.7	14	1.9
COc1ccc(O)c(C=Nc2cc(C)on2)c1	-8.1	6	-19.1	98.0	19.6	0.0	95.9	2.3	92.5	38	0.4
CCn1c(SCC(=O)N(Cc2ccccc2)C2CCS(=O)(=O)C2)nc2ccccc2c1=O (stereo unspecified)	-12.4	7	x	111.5	13.9	-8.0	113.0	-0.7	114.5	33	0.8

Source: PubChem BioAssay
